# Screening data from PubChem.
# bub3 = NCI yeast anticancer drug screen, S. cerevisiae bub3 mutant strain; % growth inhibition at 50 µM; actives 9.9% (n = 78,000);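 note: 0% = growth of vehicle-only cultures of the same strain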
#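 In this screen, a yeast mutant lacking normal mitotic checkpoint function is challenged with compound. Relative growth versus vehicle gives the inhibition value.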
# yeast cln2 rad14 = NCI yeast anticancer drug screen, S. cerevisiae cln2 rad14 strain; growth inhibition, % at 50 µM; actives 8.3% (n = 78,000);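 note: 0% = growth of vehicle-only cultures of the same strain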
#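 cln2 rad14 yeast strain; compound exposure; growth inhibition read vs vehicle controls.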
# mlh1 rad18 = NCI yeast anticancer drug screen, S. cerevisiae mlh1 rad18 strain; growth inhibition, % at 50 µM; AID 175; actives 11% (n = 79,000);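 note: 0% = growth of vehicle-only cultures of the same strain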
#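 Growth inhibition of the yeast strain was measured after compound exposure and expressed relative to vehicle-treated controls. The strain carries defined defects in DNA damage repair.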
# rad50 = NCI yeast anticancer drug screen, S. cerevisiae rad50 strain. % growth inhibition at 50 µM. actives 10% (n = 79,000);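 note: 0% = growth of vehicle-only cultures of the same strain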
#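 Cells are treated with compound, grown, and their growth is then scored against vehicle-only cultures of the same repair-deficient yeast strain.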
# yeast mec2-1 = NCI yeast anticancer drug screen, S. cerevisiae mec2-1 strain; % growth inhibition at 50 µM; actives 9% (n = 79,000); AID 157;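 note: 0% = growth of vehicle-only cultures of the same strain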
#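 Test agents were screened against the mec2-1 yeast strain, with defined DNA repair or cell cycle alteration. Growth was scored as inhibition against vehicle-only controls.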
# yeast sgs1 mgt1 = NCI yeast anticancer drug screen, S. cerevisiae sgs1 mgt1 strain | actives 10% (n = 78,000) | growth inhibition, % at 50 µM | AID 161;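 note: 0% = growth of vehicle-only cultures of the same strain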
#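 Mutant yeast exposed to compound; growth scored against vehicle-only wells.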
# Starred values were filed as active, the others as inactive. Cut-off read from the data, not from the text of the source: active = growth inhibition above about 70%; inactive = the rest.
1) COC(=O)c1ccc(C(=O)OC)c2nc3cc(C)c(C)cc3nc12
2) OC1CC2CC1C(Cl)C2Cl (centres undefined)
3) Cc1cccc2c1CC1(Cc3c(C)cccc3C1=O)C2=O
4) O=C(Nc1ccccc1C(=O)N/N=C/c1ccc(Cl)cc1Cl)c1ccccc1Cl
5) CN(C)NC(=O)Nc1ccc2ccccc2c1
6) Clc1ccc(C2=C(c3ccccc3)C(c3ccc(Cl)cc3)N3C(=N[C@H]4CCCC[C@@H]43)N2)cc1 (some centres undefined)
Screen / compound no.,1,2,3,4,5,6
yeast cln2 rad14,-7,-14,21,5,-41,90*
yeast mec2-1,21,-16,-16,-6,-31,88*
mlh1 rad18,12,2,-1,7,-24,92*
yeast sgs1 mgt1,0,-7,-30,2,-9,89*
bub3,5,-1,27,0,-24,88*
rad50,-1,6,-20,-17,-39,88*

# A different layout for some results above.
4. O=C(Nc1ccccc1C(=O)N/N=C/c1ccc(Cl)cc1Cl)c1ccccc1Cl
  yeast cln2 rad14 = 5 | yeast mec2-1 = -6 | mlh1 rad18 = 7 | yeast sgs1 mgt1 = 2 | bub3 = 0 | rad50 = -17
5. CN(C)NC(=O)Nc1ccc2ccccc2c1
  yeast cln2 rad14 = -41 | yeast mec2-1 = -31 | mlh1 rad18 = -24 | yeast sgs1 mgt1 = -9 | bub3 = -24 | rad50 = -39
6. Clc1ccc(C2=C(c3ccccc3)C(c3ccc(Cl)cc3)N3C(=N[C@H]4CCCC[C@@H]43)N2)cc1 (some centres undefined)
  yeast cln2 rad14 = 90* | yeast mec2-1 = 88* | mlh1 rad18 = 92* | yeast sgs1 mgt1 = 89* | bub3 = 88* | rad50 = 88*
1. COC(=O)c1ccc(C(=O)OC)c2nc3cc(C)c(C)cc3nc12
  yeast cln2 rad14 = -7 | yeast mec2-1 = 21 | mlh1 rad18 = 12 | yeast sgs1 mgt1 = 0 | bub3 = 5 | rad50 = -1

# Further results:
7) COc1ccc(/C(=N/O)c2ccccc2C2=Nc3ccccc3C(NCc3ccccc3)O2)cc1C (centres undefined)
8) CC(C)CSc1nc(N)nc2c1ncn2CC(C)C
9) COc1nc2c(c(=O)[nH]1)N=C(c1ccc([N+](=O)[O-])cc1)CC(c1ccccc1)N2 (centres undefined)
10) CO/N=C(\C(=O)[N-][n+]1cnn(CC(=O)O)c1)c1csc(N)n1
11) O=[N+]([O-])c1cccc2c1[nH]c1c(-c3ccccc3)nccc12
12) O=C1/C(=N\N(C(=O)c2ccccc2)c2ccccc2)c2cccc3cccc1c23
Screen / compound no.,7,8,9,10,11,12
yeast cln2 rad14,83*,-22,5,-56,80*,12
yeast mec2-1,93*,-6,2,-15,48,49
mlh1 rad18,94*,19,-26,-39,90*,36
yeast sgs1 mgt1,96*,33,5,-48,81*,20
bub3,95*,29,1,-8,40,25
rad50,95*,-9,7,-48,88*,12

13) Nc1ccccc1Sc1c(N)cc2c3c(cccc13)C(=O)NC2=O
14) CC(=O)NC(C)CC1=CC(=O)C(C)=CC1=O (centres undefined)
15) Nc1nn2c(nc(N)c3c(N)[nH]nc32)c1N=Nc1ccc(Br)cc1
16) O=C1C=CC(=O)N1n1c(-c2ccccc2)n[nH]c1=O
17) O=C(O)c1ccccc1-c1c2cc(Br)c(=O)c(Br)c-2oc2c(Br)c(O)c(Br)cc12
18) OCc1ccc(Cl)cc1
Screen / compound no.,13,14,15,16,17,18
yeast cln2 rad14,24,-34,10,-3,45,38
yeast mec2-1,14,-13,12,-16,22,0
mlh1 rad18,-2,-12,0,-54,28,-8
yeast sgs1 mgt1,16,-16,-5,-17,29,-28
bub3,7,-19,13,-8,56,-3
rad50,21,1,-1,4,48,2

# An excerpt of these results, with tabs.
entry	molecule	yeast cln2 rad14	yeast mec2-1	mlh1 rad18	yeast sgs1 mgt1	bub3	rad50
17	O=C(O)c1ccccc1-c1c2cc(Br)c(=O)c(Br)c-2oc2c(Br)c(O)c(Br)cc12	45	22	28	29	56	48
14	CC(=O)NC(C)CC1=CC(=O)C(C)=CC1=O (centres undefined)	-34	-13	-12	-16	-19	1
